Screening data: PubChem BioAssay, National Center for Advancing Translational Sciences (NCATS)
NPC1 promoter act – NPC1 promoter activation; Huh7 NPC1 promoter luciferase reporter, 24 h; Potency, µM (highest dose often 9.22 µM), without a hit: at the top dose activation, actives largely listed as activators; 320,000 tested, 2.4% active; AID 485313;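 note: potency is the fitted concentration of half-maximal effect; % of control where 0% means no effect; nearly all actives have a fitted effect of over 60% in size; reporter is driven by a mutant NPC1 promoter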
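Compounds in DMSO were transferred onto Huh7 NPC1-luciferase reporter cells pre-incubated 2 h; after 24 h at 37 °C, Amplite reagent was dispensed and luminescence recorded 10 min later.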
p53 reactivation – mutant p53 re-activation in reporter cells | H1299 p53-A138V BP100-luciferase reporter, luminescence, 24 h | Potency, µM (titrated, usually from 92.2 µM), for the others: top-dose activity change, positive = activation, usual class: activators | 320,000 tested, 0.063% active | AID 504706; note: potency is the fitted concentration of half-maximal effect; % of control where 0% means no effect; nearly all actives have a fitted effect of over 45% in size
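p53-null H1299 cells stably carrying temperature-sensitive p53-A138V and a BP100-luciferase reporter were pinned with compounds (4-point, 1:5 series) and held 24 hrs at 37 deg C. Luminescence was read 10 min after detection reagent.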
ELG1 DNA repair – blocks ELG1-dependent DNA repair in HEK293T cells; HEK293T ELG1-luciferase reporter, luminescence, 16 h; DNA damage induced by 5-fluorouridine; Potency, µM (doses to about 46.1 µM), without a hit: top-dose activity change, negative = inhibition, most hits filed as inhibitors; 330,000 tested, 2.3% active; AID 504467; note: potency is the fitted concentration of half-maximal effect; % is set by controls: 0 for no effect and ±100 for the full control effect; nearly all actives have a fitted effect of over 55% in size
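5-Fluorouridine DNA damage + compound/DMSO, 2,000 cells/well, 16 h, 37 °C/5% CO2. ONE-Glo, 30 min RT, luminescence. Readout = decrease in reporter signal.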
RORg inh – inhibitors of mouse ROR gamma transcriptional activity | AID 2551 | 310,000 tested, 5.4% active | Drosophila S2 Gal4-RORgamma UAS-luciferase reporter, 20 h | P51450 | Potency, µM (series often up to 53.6 µM), for inactives: at the top dose activity change, negative = inhibition, hits mostly inhibitors; note: potency is the fitted concentration of half-maximal effect; % is set by controls: 0 for no effect and ±100 for the full control effect; nearly all actives have a fitted effect of over 60% in size
Target sequence (P51450 whole entry, looked up, the tested form may be a part): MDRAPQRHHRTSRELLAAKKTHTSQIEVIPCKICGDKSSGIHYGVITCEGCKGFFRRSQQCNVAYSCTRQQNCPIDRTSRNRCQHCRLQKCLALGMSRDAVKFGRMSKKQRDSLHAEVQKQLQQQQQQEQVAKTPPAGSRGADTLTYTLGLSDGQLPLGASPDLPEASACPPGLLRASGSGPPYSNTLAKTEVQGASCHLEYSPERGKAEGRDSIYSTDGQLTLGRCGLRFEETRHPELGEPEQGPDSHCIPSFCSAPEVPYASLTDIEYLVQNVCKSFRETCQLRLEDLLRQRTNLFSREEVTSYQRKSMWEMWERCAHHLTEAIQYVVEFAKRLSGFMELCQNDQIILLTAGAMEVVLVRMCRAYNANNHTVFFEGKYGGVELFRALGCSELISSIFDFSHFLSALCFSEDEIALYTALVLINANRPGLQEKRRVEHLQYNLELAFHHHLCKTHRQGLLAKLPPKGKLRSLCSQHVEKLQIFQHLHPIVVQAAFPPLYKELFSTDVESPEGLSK
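Stably transfected Drosophila Schneider cells are the test system, with ROR gamma fused to Gal4 and luciferase under UAS control; luminescence is read after 20 hr of 700 uM copper sulfate induction at ambient temperature.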
TRPV1 ag – agonists of human vanilloid receptor 1 (TRPV1) | activation, % at 8.33 µM | Q8NER1 | 320,000 tested, 0.19% active | TRPV1-expressing cells, Fluo-8 calcium influx, agonist mode; in the data active = activation above about 80%; inconclusive = between about 30% and that limit; note: 0% is about no effect
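Fluo-8 calcium influx in TRPV1-expressing cells, kinetic read (ex 480/em 520 nm). Compound added and read 3 min for agonist activity, followed by capsaicin at EC20 final and 2 min further read for enhancement.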
BRCA1 expr up – BRCA1 expression activation; MCF7-BRCA1-FFLuc reporter, luminescence, 48 h; response scale: scaled: vehicle 0%, 10 µM genistein 100%; Potency, µM (series often up to 46.1 µM), inactives show top-dose activation, actives largely listed as activators; 380,000 tested, 1.1% active; AID 624202; note: potency is the fitted concentration of half-maximal effect; nearly all actives have a fitted effect of over 80% in size; some results filed as inactive show a strong effect at the top dose
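MCF7-BRCA1-FFLuc, 2000 cells/well; 2 h attach, 37 °C/5% CO2; compound 48 h; luciferase substrate 15 min; luminescence end-point. Norm. to genistein 10 microM max activation and DMSO; concentration-response curves fitted.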
FLuc modulator – counter-screen for miR-21 project: firefly luciferase inhibitors or activators; P08659; purified FLuc, Km substrates, luminescence inhibition; Potency, µM (series often up to 57.5 µM), for inactives: at the top dose activity change, negative = inhibition, usual class: inhibitors; 360,000 tested, 6.9% active; AID 588342;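 note: potency is the fitted concentration of half-maximal effect; plate controls were vehicle for no effect and reference inhibitor for full effect; nearly all actives have a fitted effect of over 55% in size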
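Biochemical qHTS of compounds, final roughly 60 µM downward over six points, against 10 nM purified firefly luciferase using Km concentrations of substrates (10 uM D-luciferin, 10 uM ATP) in Tris acetate pH 7.5 buffer; luminescence output.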
Rab9 prom act – activates the Rab9 promoter. Huh7 Rab9 promoter-luciferase reporter, luminescence, 24 h. Potency, µM (doses to about 9.22 µM), inactives show at the highest dose activation, negative = inhibition, most hits filed as activators. 320,000 tested, 2.8% active; note: potency is the fitted concentration of half-maximal effect; % of control where 0% means no effect; nearly all actives have a fitted effect of over 60% in size
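Huh7 cells stably carrying Rab9 promoter–luciferase reporter, plated 1500 cells/well, compound added after 2 h and incubated 24 h at 37 °C; luciferase luminescence then read after 10 min with detection reagent.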
Gal4-VP16 FLuc – inhibits Gal4-VP16 luciferase reporter, ROR gamma counter-screen. Drosophila S2 Gal4-VP16 UAS-luciferase, luminescence, 20 h. 310,000 tested, 3.5% active. Potency, µM (series often up to 53.6 µM), for inactives: at the top dose activity, negative = inhibition, usual class: inhibitors;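 note: Gal4-VP16 expression switched on by copper sulfate through the metallothionein promoter; potency is the fitted concentration of half-maximal effect; % is set by controls: 0 for no effect and ±100 for the full control effect; nearly all actives have a fitted effect of over 50% in size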
Tb PFK inh – inhibitors of T. brucei phosphofructokinase; O15648; T. brucei PFK, ADP-Glo luminescence; Potency, µM (titrated, usually from 57.5 µM), without a hit: at the top dose activity, negative = inhibition, actives largely listed as inhibitors; 330,000 tested, 0.17% active;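 note: potency is the fitted concentration of half-maximal effect; 0% = uninhibited 1x PFK enzyme wells and -100% = no-enzyme wells; nearly all actives have a fitted effect of over 60% in size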
Target sequence (O15648 whole entry, looked up): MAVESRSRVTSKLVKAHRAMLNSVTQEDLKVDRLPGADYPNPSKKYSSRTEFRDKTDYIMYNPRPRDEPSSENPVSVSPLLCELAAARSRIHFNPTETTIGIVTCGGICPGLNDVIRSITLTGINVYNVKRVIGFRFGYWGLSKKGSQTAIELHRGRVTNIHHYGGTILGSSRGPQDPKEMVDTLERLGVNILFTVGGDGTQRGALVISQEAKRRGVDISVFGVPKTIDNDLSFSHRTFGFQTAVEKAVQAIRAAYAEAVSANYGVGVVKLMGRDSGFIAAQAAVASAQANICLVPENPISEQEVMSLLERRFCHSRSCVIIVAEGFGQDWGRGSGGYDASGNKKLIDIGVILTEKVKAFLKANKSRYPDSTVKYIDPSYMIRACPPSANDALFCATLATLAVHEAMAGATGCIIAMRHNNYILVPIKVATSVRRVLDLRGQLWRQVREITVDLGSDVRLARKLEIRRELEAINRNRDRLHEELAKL
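PFK 1.25 nM, F6P 0.5 mM, ATP 0.1 mM, 0.1 M TEA pH 8.0, 5 mM MgCl2, 0.01% Tween20, 0.1% BSA; 45 min RT. ADP-Glo readout. qHTS titration up to 57 uM; curves fitted, compounds curve-classed.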
ELG1 genotox – genotoxicity induction in ELG1-luciferase HEK293T cells. HEK293T ELG1-luciferase reporter, luminescence, 16 h. Potency, µM (doses to about 46 µM), inactives show at the highest dose activity change, positive = activation, actives largely listed as activators. 330,000 tested, 1.3% active; note: potency is the fitted concentration of half-maximal effect; % of control where 0% means no effect; nearly all actives have a fitted effect of over 60% in size
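HEK293T cells expressing luciferase-tagged ELG1 were exposed to compound or DMSO vehicle for 16 hr at 37 °C and 5% CO2. Luciferase activity was then measured with ONE-Glo after 30 min at room temperature.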
* marks the source's active call; other numbers are inactive results; ? = inconclusive; . = no result given; [ ] = remark or other dose. Unless noted, calls come from the whole dose curve; as a rule, active = well fitted curve in the direction sought with a large enough effect; inconclusive = small, poorly fitted or top-dose-only effect, or another doubt; inactive = no such curve, though single readings can be large; an effect the other way counts as inactive or inconclusive.

SMILES	NPC1 promoter act	p53 reactivation	ELG1 DNA repair	RORg inh	TRPV1 ag	BRCA1 expr up	FLuc modulator	Rab9 prom act	Gal4-VP16 FLuc	Tb PFK inh	ELG1 genotox
COc1ccc(-n2ncc3c2CC(C)(C)CC3NC(=O)c2cnc(C)cn2)cc1 (configuration not stated)	-2%	-5%	-6%	15%	22	-8%	-2%	-1%	-9%	0%	0%[9.26 µM]
O=C(Nc1cccc(Cl)c1N1CCCCC1)c1ccc(N2CCOCC2)c([N+](=O)[O-])c1	-1%	-7%	-1%	-15%	19	27%	-2%	-5%	0%	0%	1%
CS(=O)(=O)N1CCC(C(=O)N2CCN(c3ccc(F)cc3)CC2)CC1	0%	1%	-4%	6%	-1	-18%	0%	0%	3%	0%	0%
COc1ccc(N2CCN(C(=O)CSc3nnc4n3C(C)(C)Cc3ccccc3-4)CC2)cc1	1%	-16%	21µM*	27%[0.365 µM]	0	-42%	1%	-4%	.	-19%	-28%
O=C(Nc1cccc(NC(=O)c2ccc(Br)o2)n1)c1ccc(Br)o1	2%	6%	3%	5%	-2	1%	-9%	-1%	-5%	-6%	-1%
Cc1noc(/C=C/N(C)C)c1S(=O)(=O)N1CCCC(C(=O)NC(C)c2ccccc2)C1 (configuration not stated)	0%	0%	4%	?	-2	2%	10%	0%	?	-9%	-2%
COC(=O)c1cc(N=Cc2c(O)c3ccccc3oc2=O)cc(C(=O)OC)c1	-1%	.	14%	.	-6	14%	-9%	-2%	.	0%	-2%
CCOC(=O)C1CCCN(C(=O)Cc2ccc(C)cc2)C1 (configuration not stated)	0%	5%	13%	1%	4	4%	0%	2%	4%	1%	6%
CCCCNC(=O)/C=C1\Sc2ccccc2NC1=O	-1%	5%	?	8%	-2	19%	?	-1%	0%	5%	6%
O=C(COc1ccc(Cl)cc1)Nc1nc(-c2ccncc2)cs1	-8%	0%	2%	?	2	1%	?	0%	0%	?	-2%
COc1ccc(CN(C)C(=O)Cn2cnc3c(OCc4ccccc4)ncnc32)cc1OC	.	-7%	?	.	.	-13%	.	.	.	0%	-3%
CCN(CCNC(=O)Cn1c(=O)sc2ccccc21)c1ccccc1	0%	1%	-9%	-2%	.	1%	0%	17%	-12%	-3%	-4%
COc1ccc2c(CC(=O)OCc3nc4ccsc4c(=O)[nH]3)coc2c1	.	11%	8%	.	.	-8%	.	.	.	6%	6%
O=C(CCC1CCCC1)Nc1ccc(C(=O)NCc2cccnc2)cc1	-2%	-5%	16µM*	3%	?	0%	-7%	1%	4%	-4%	2%
COc1ccc(NS(=O)(=O)c2ccc(S(=O)(=O)N3CCOCC3)cc2)cc1	-2%	-4%	?	16%	13	-13%	-4%	-11%	-2%	0%	-9%
CCc1nc2ccccc2n1Cc1ccc(OC)c(OC)c1	0%	-21%	-2%	-26%	19	-18%	-1%	-1%	-10%	-4%	6%
CC(=O)C[C@H](O)CC(=O)[C@H]1OC(=O)[C@@H](C)C/C=C\Cc2ccccc21	.	-3%	7%	.	.	-5%	.	.	.	-2%	1%
Cc1ccccc1NC(=O)c1cc(S(=O)(=O)Nc2cccc(C(=O)O)c2)ccc1Cl	2%	2%	14%	13%	-5	4%	-5%	-6%	4%	-6%	2%
Cc1ccc(OCC(=O)N/N=C\c2c(C)n(C)c3ccccc23)c([N+](=O)[O-])c1	-2%	-4%	?	24%	-2	-78%	?	0%	1%	2%	-4%
O=C(COC(=O)c1ccccc1O)NCCc1c[nH]c2ccccc12	.	3%	1%	.	.	-3%	.	.	.	-2%	2%
O=C1[C@H]2[C@@H](c3ccc(F)cc3)N3C(=O)N(c4ccc(Br)cc4)C(=O)[C@@]3(Cc3ccc(Cl)cc3)[C@H]2C(=O)N1C1CCCCC1	-5%	.	?	16%	3	0%	-1%	-3%	-6%	-1%	-6%
CC(C)Oc1ccc2ccccc2c1C=O	-5%	11%	0%	-10%	?	-5%	?	10%	-2%	-1%	-3%
O=c1oc2ccc3ccccc3c2cc1-c1nnc(-c2cccs2)o1	-3%	2%	3%	-20%	0	-5%	5%	0%	8%	12%	-4%
CCOC(=O)C1CCN(C(=O)c2ccc(Cl)c(S(=O)(=O)N3CCOCC3)c2)CC1	1%	0%	-3%	-5%	0	-2%	1%	-4%	-10%	-1%	-2%
COc1cccc(NC(=O)/C=C/c2ccc([N+](=O)[O-])cc2)c1	?	10%	?	1%	8	0%	6µM*	?	7%	14%	11%
CSCCC(NS(=O)(=O)c1ccc2c(c1)oc(=O)n2C)C(=O)NC1CCCCC1 (configuration not stated)	1%	1%	4%	-5%	-2	-9%	-2%	-4%	-8%	0%	1%
Cc1ccc(NC(=O)C(=O)NC(C)C2COc3ccccc3O2)cc1 (configuration not stated)	-5%	9%	0%	17%	0	8%	4%	13%	-6%	2%	6%
CCOc1ccc(CCNC(=O)CCNS(=O)(=O)c2ccc(Br)cc2)cc1OCC	-2%	-5%	-21%	-4%	-4	-5%	4%	-8%	1%	-1%	-9%
N#Cc1c(N)nc(SCC(=O)OCc2ccccc2)c(C#N)c1-c1ccco1	-1%	-4%	2%	0%	-2	3%	0%	-5%	2%	-1%	-1%
COC(=O)C1=C(C)N(CCc2c[nH]c3ccccc23)C(=O)/C1=C\N(C)C	-9%	-3%	-5%	-31%	0	1%	-1%	-7%	7%[10 µM]	0%	4%
CCOC(=O)C1=C(c2ccccc2)ON(C)C1c1ccccc1 (configuration not stated)	-5%	18%	9%	-6%	5	38%	-2%	-5%	-9%	-1%	-2%
NC(=O)CN1CCCC1c1ccc2c(c1)OCCO2 (configuration not stated)	1%	9%	6%	-5%	1	-7%	0%	0%	4%	2%	-3%
CC(NC(=O)COC(=O)COc1ccc(C(=O)c2ccccc2)cc1)c1ccccc1 (configuration not stated)	0%	0%	0%	.	3	-6%	1%	-2%	.	0%	0%
O=C1OCc2cc(-n3cccc3)ccc21	-1%	2%	7%	1%	1	30%	-4%	2%	?	1%	11%
CN(Cc1ccccc1)C(=O)c1[nH]cnc1C(=O)NCc1ccc(CNC(=O)OC(C)(C)C)cc1	0%	8%	?	.	21	-24%	0%	-2%	.	2%	-8%
CN1CCc2c(C#N)c(N3CCCCC3)nc(NCc3ccccc3)c2C1	0%	2%	?	?	7	-50%	6%	0%	-5%	4%	-1%
C=CCN(C(=O)c1cccc(N2C(=O)C3CC=CC(C)C3C2=O)c1)c1ccccc1 (configuration not stated)	-2%	3%	?	27%	4	-20%	2%	3%	-8%	2%	0%
CCC(C)c1ccccc1NC(=O)c1[nH]c(C)c(C(C)=O)c1C (configuration not stated)	0%	-4%	-9%	-13%	23	-28%	1%	3%	8%	-9%	-7%
Cn1c(=O)c(=O)n(C)c2cc(S(=O)(=O)N3CCCC3C(=O)NCc3cccnc3)ccc21 (configuration not stated)	-3%	-1%	7%	2%	1	0%	4%	-8%	-3%	-2%	-1%
COc1ccccc1NS(=O)(=O)c1ccc(C(=O)N2CCN(c3ccccc3)CC2)cc1	-2%	6%	?	.	6	-14%	2%	-5%	.	-1%	-6%
Cc1cc(C(=O)CSc2nnc3c(Cl)cc(Cl)cn23)c(C)n1C	0%	5%	5%	-4%	-3	-7%	-5%	3%	-3%	-1%	2%
Cc1ccc(N2C(=O)c3cccc(Oc4ccc(Cl)cc4)c3C2=O)c(C)c1	-2%	-4%	-5%	?	0	-13%	-1%	-5%	?	1%	-4%
Cn1c2ccccc2c(=O)c2ccc(C#CC3(O)CCCCC3)cc21	0.32µM*	.	?	?	5	?	0.38µM*	0.32µM*	-61%	0%	?
CCNc1nc(SCCOc2ccc(Br)cc2)nc(N(C)C)n1	0%	0%	?	-73%	0	-7%	2%	-10%	?	0%	-5%
Cc1cccc(C)c1N1CCN(S(=O)(=O)N2CCOCC2)CC1	2%	1%	-8%	-14%	?	-26%	1%	3%	-5%	-9%	-1%
COc1ccc(S(=O)(=O)N2CCN(S(=O)(=O)c3ccc(C(F)(F)F)cc3)CC2)cc1C	-4%	2%	17%	-14%	0	-1%	4%	16%	-5%	6%	1%
COc1ccc(S(=O)(=O)NCC(=O)NC2CC2)cc1OC	1%	15%	4%	4%	-3	1%	5%	6%	-4%	-1%	2%

Three compounds out of the list above, ordered by their value in TRPV1 ag, falling.
canonical_smiles,TRPV1 ag
Cn1c2ccccc2c(=O)c2ccc(C#CC3(O)CCCCC3)cc21,5
COc1ccc(S(=O)(=O)N2CCN(S(=O)(=O)c3ccc(C(F)(F)F)cc3)CC2)cc1C,0
N#Cc1c(N)nc(SCC(=O)OCc2ccccc2)c(C#N)c1-c1ccco1,-2
